H9c2 TAG inh = triacylglycerol accumulation inhibition | H9c2 cells, Nile Red lipid (TAG) fluorescence; cells loaded with 200 µM oleic acid | inhibition, % at 12.5 µM | 0.66% of 230,000 active | AID 651582;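 active = pattern-corrected inhibition of lipid staining of at least 50% with the nuclear-stain viability signal not falling by more than 50%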;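 note: 0% = DMSO wells and 100% = triacsin C control wells; some results filed as inactive read as strong as hits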
H9c2 TAG inh DAPI viability = further read-out of H9c2 TAG inh, marked with its call; DAPI nuclei signal change (viability), lower = more cytotoxic, %;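 whole-well DAPI fluorescence read on a plate reader as a viability signal; minus 50 percent equals half of cells still viable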
* = called active by the depositor. Some of the compounds tested; rates above refer to the full screens.

mol | H9c2 TAG inh | H9c2 TAG inh DAPI viability
CC(CCc1ccccc1)NC(=O)CNC(=S)N(Cc1cccs1)C1CCCC1 (stereo unspecified) | -0.7 | -9.0
CCc1nc2c(OCc3ccc(OC)cc3)cccn2c1N(C)C(=O)c1ccc(OC)cc1 | 3.7 | 0.0
CCCc1[nH]nc2c1C(c1c(C)nn(-c3ccccc3)c1Cl)C(C#N)=C(N)O2 (stereo unspecified) | -14.4 | 6.7
C=CCN=c1scc(C)n1/N=C/c1ccc(O)c(O)c1 | 18.9 | -19.2
CC1Cc2ccccc2N1c1ncnc2c1nnn2Cc1ccccc1Cl (stereo unspecified) | -28.0 | 14.8
COc1ccc2oc(C(=O)OCC(=O)N3CCCC(C)C3)c(C)c2c1 (stereo unspecified) | 4.4 | 2.8
C(=N\Nc1ncnc2ccccc12)/c1ccccc1 | 15.6 | -8.7
O=C(O)CNC(=O)c1cccc(C(F)(F)F)c1 | 0.5 | 2.5
CC(=O)Nc1ccc([N+](=O)[O-])cn1 | -15.3 | -2.8
CCCC1Cc2[nH]c(=O)c(C#N)cc2CO1 (stereo unspecified) | -4.9 | 2.0
O=C(NNC(=O)c1ccc(Cl)cc1Cl)c1cnccn1 | 7.2 | 2.7
CCOC(=O)CSc1ncnc2c1sc1nc(N3CCOCC3)c3c(c12)CCCC3 | -2.3 | 2.0
COc1ccc(C(=O)NCCS(=O)(=O)NCc2ccccc2)cc1 | 1.0 | -4.2
COC(=O)c1ccccc1NC(=O)CSc1n[nH]c(-c2ccncc2)n1 | 14.6 | -0.3
COc1ccc(CCNC(=O)c2c(C)nn(-c3ccccc3)c2Cl)cc1 | -14.5 | 3.0
Oc1ccc(Cl)cc1C=Nc1ccc(Br)cc1 | 0.5 | -3.0
O=C(NCC(=O)N1CCN(c2ccccc2)CC1)c1ccco1 | 4.6 | -6.1
Cc1ccc(SCC(=O)Nc2ccc(N3CCN(C)CC3)c(F)c2)c(C)c1 | 1.4 | 2.4
O=c1[nH]c(COc2ccc(Cl)cc2Br)nc2ccccc12 | -8.9 | -5.6
O=S(=O)(NCCc1nnc2ccc(SCc3cccnc3)nn12)c1ccccc1 | 2.5 | -11.2
N#C/C(=N\Nc1cccc(F)c1)C(=O)C1CC1 | -7.5 | 8.0
Cc1c(Cl)cccc1NC(=O)CCCN1C(=O)c2cccnc2C1=O | 1.1 | -4.8
CCCCC1=CC2=CC(=O)C(C)(OC(=O)CC)C(=O)C2=CN1CCCOC(C)C (stereo unspecified) | 18.1 | -3.1
COc1cccc(C(=O)CSc2nnnn2C2CCCCC2)c1 | -0.8 | 14.7
CCOC(=O)CC(NC(=O)c1cccs1)c1ccc(OCC)cc1 (stereo unspecified) | -5.6 | -8.6
CCCCCCCCCC(=O)N/N=C(\C)c1cccnc1 | -25.2 | 15.6
O=C(Cn1cnnn1)Nc1ccccc1Cc1ccccc1 | 5.0 | 0.2
CSc1nc(C)c2cc(C)oc2n1 | -17.1 | -7.9
CCCC[C@@H]1CNC(=S)N1CC1CCCCC1 | -10.2 | -2.6
O=c1[nH]c(CN2CCN(c3ccccc3)CC2)nc2ccccc12 | 6.0 | -3.8
COC(=O)CSc1nc(-c2ccc(C)cc2)c2c(c1C#N)CCCC2 | 19.7 | -5.6
Cc1cccc(N2CCN(C(=O)c3ccc4nccnc4c3)CC2C)c1 (stereo unspecified) | 3.1 | -10.0
Cn1nnnc1NC(=O)c1ccccc1Cl | -5.9 | -0.2
O=[N+]([O-])c1ccc(OCCN2CCNCC2)cc1 | 3.5 | 4.9
C=CCOC1=CS(=O)(=O)N(Cc2ccc(Br)cc2)c2ccc(Br)cc21 | -8.4 | 11.3
O=C(C1CC2C=CC1C2)N1CCN(c2ccccc2)CC1 (stereo unspecified) | -12.2 | -2.9
COc1ccc(/C=N/NC(=O)CCCOc2ccc(Cl)cc2Cl)cc1[N+](=O)[O-] | -2.1 | 1.9
Cc1cc(NC(=O)CC(C)C)c(=O)n(Cc2c(F)cccc2Cl)c1 | -4.1 | -9.1
O=C(CCC(C(=O)c1ccccc1)c1ccccc1)c1ccccc1 (stereo unspecified) | -20.8 | -5.3
CC(=O)c1sc(NC(=O)CCCOc2ccccc2C)nc1C | -3.8 | 3.2
COc1cc2c(cc1NC(=O)CN1CCN(S(=O)(=O)c3ccc(F)cc3)CC1)oc1ccccc12 | 36.7 | -12.4
O=S(Cc1ccccc1)CC(O)(c1ccc(Cl)cc1)c1ccc(Cl)cc1 (stereo unspecified) | -19.9 | 4.8
CCc1ccccc1NC(=O)NNC(=O)c1ccc2ccccc2c1O | -8.8 | -9.9
COc1ccc(-n2c(SCC(=O)NCC3CCCO3)nc3c(c2=O)SCC3)cc1OC (stereo unspecified) | 7.4 | -2.5
Cc1ccc(NC(=S)NCC2CCCO2)cc1C (stereo unspecified) | -3.2 | -4.2
CCN1CCCC1CNC(=O)C1CCCN(S(=O)(=O)c2cccc3nsnc23)C1 (stereo unspecified) | -1.8 | 3.2
COc1cc(/C=N/NC(=O)c2cccnc2)ccc1OC(=O)c1cccc(Br)c1 | -5.9 | -1.3
C/C(=N\NC(=O)c1cccc(S(=O)(=O)N2CCCC2)c1)c1ccc(OCC(=O)N(C)C)cc1 | 12.5 | 2.5
Cc1ccc(-c2nn(-c3ccccc3)cc2/C=N/NC(=O)c2ccncc2)o1 | 11.8 | -8.4
C[C@@H]1C=C(C(=O)N2CCOCC2)O[C@H](OCc2ccc(CO)cc2)C1 | -19.5 | 6.5
C#CCOCCOCCOCCNc1nc(N2CCN(C(=O)CCCCCCCCCCNC(=O)[C@@H](CCC(=O)O)n3cc(CCCCCN)nn3)CC2)nc(N2CCN(C(=O)CCCCCCCCCCNC(=O)[C@H]([C@@H](C)CC)n3cc(CCCCCN)nn3)CC2)n1 | -20.5 | 17.6
Cc1cccc(C(=O)OCC(=O)c2ccc(CC(=O)N3CCOCC3)s2)c1C | -8.1 | 10.1
CC(C)Oc1cc(F)ccc1-c1cc(C(=O)NCCc2ccncc2)[nH]n1 | -2.1 | 0.8
Cc1cc(NC(=O)COC(=O)C2COc3ccccc3O2)no1 (stereo unspecified) | -8.6 | 5.5
Cc1c(NC(=O)c2ccc(Br)s2)c(=O)n(-c2ccccc2)n1C | -10.3 | -1.5
COc1ccc(Cc2nnc(NC(=O)c3cccs3)s2)cc1 | -2.3 | -3.0
CCOC(=O)C1=C(COC(=O)CCc2ccc(F)cc2)NC(=O)NC1C (stereo unspecified) | 1.5 | 2.9
Cn1c(=O)c(C(=O)c2ccccc2)c(O)c2ccccc21 | 0.5 | 2.6
O=CNC1(c2ccccc2)CCCCC1 | 0.6 | -11.2
O=C(O)c1ccccc1/C=N/NC(=S)NC1CCCCC1 | -5.2 | 5.5

(listing goes on)
mol | H9c2 TAG inh | H9c2 TAG inh DAPI viability
CC(C)n1nc(C(=O)NC2CCCCCC2)c2ccccc2c1=O | 7.4 | -4.8
CC(=O)Nc1ccc(NC(=O)C2Cc3c(-c4cccc(C(C)=O)c4)ccnc3O2)cc1 (stereo unspecified) | 0.3 | -4.6
CC[C@]12c3[nH]c4ccc(Cl)cc4c3CCN1C(=O)[C@@H](CC(=O)NCCCn1ccnc1)C[C@@H]2C(=O)N1CCN(C(=O)C2CC2)CC1 | 2.2 | 6.4
COc1ccc(CC2(CO)CCN(S(=O)(=O)c3cccc4cccnc34)CC2)cc1 | -3.2 | 1.2
CC(C)C(C)(C#N)NC(=O)CN1C(=O)NC2(CCCc3ccccc32)C1=O (stereo unspecified) | 5.7 | -4.3
CCN(CC(=O)Nc1cc(Cl)ccc1C)C(=O)C1CC1 | 21.9 | -14.6
CCn1cc(SCC(=O)N2CCc3ccccc32)c2ccccc21 | -11.6 | -8.1
CCN(CC)S(=O)(=O)c1ccc(N2CCOCC2)c(NC(=O)CC(C)(C)C)c1 | -9.2 | -2.1
COc1ccc(SCc2noc(C(=O)NCC3CCCO3)c2C(=O)O)cc1 (stereo unspecified) | 8.2 | -0.1
Cc1c(-c2nc(-c3ccc(C(C)(C)C)cc3)no2)n(C)oc1=O | 0.3 | 0.4
COc1ccccc1OCCCC(=O)NCc1ccco1 | 5.2 | -3.0
Cc1ccc(-c2nnc(OCC3CCCO3)c3ccccc23)cc1 (stereo unspecified) | -3.6 | -7.1
O=S(=O)(Cc1ccccc1)N1CCN(c2ccccc2)CC1 | -16.8 | 7.5
O=C(Nc1ccc2c(c1)C(=O)NC2=O)c1cccc(Cl)c1 | -14.5 | 10.2
Cc1csc(NC(=O)C(CC(C)C)NS(=O)(=O)c2ccc3c(c2)oc(=O)n3C)n1 (stereo unspecified) | 5.2 | 3.9
Nc1nc2ccccc2n1/N=C/c1ccc2c(c1)OCO2 | 1.7 | -6.5
CN(C)CCn1c2c(c(SCC(=O)NCc3ccccc3)nc1=O)CCC2 | -0.5 | 2.3
C=CCNC(=S)N1CCc2[nH]c3ccccc3c2C1 | 0.7 | -2.1
CC(C)CNC(=O)c1ccc(COc2ccc(Cl)cc2Cl)o1 | -3.1 | 4.7
COCCn1c(SCC(=O)NCc2ccccc2)nnc1-c1ccco1 | -4.1 | 12.6
Cc1ccc(-c2cnc3cc(C)nn3c2)cc1 | 11.0 | -3.4
CCOc1ccc(NS(=O)(=O)c2cc(C(=O)N3CCN(C(C)=O)CC3)ccc2Cl)cc1 | 15.1 | 1.0
Oc1c(C(c2ccccn2)N2CCCCC2)cc(Cl)c2cccnc12 (stereo unspecified) | 86.7* | -45.0*
COc1ccc(-c2cccc([C@H]3[C@@H]4C=CC[C@@H](C)[C@@H]4C(=O)N3Cc3ccccc3)c2)cc1 | -20.3 | 1.5

Whole records as entered above.
Profile of `Nc1nc2ccccc2n1/N=C/c1ccc2c(c1)OCO2` : H9c2 TAG inh: 1.7; H9c2 TAG inh DAPI viability: -6.5
Profile of `Oc1c(C(c2ccccn2)N2CCCCC2)cc(Cl)c2cccnc12` (stereo unspecified) : H9c2 TAG inh: 86.7*; H9c2 TAG inh DAPI viability: -45.0*
Profile of `C=CCNC(=S)N1CCc2[nH]c3ccccc3c2C1` : H9c2 TAG inh: 0.7; H9c2 TAG inh DAPI viability: -2.1

Continued.
mol | H9c2 TAG inh | H9c2 TAG inh DAPI viability
Cc1nn(-c2ccc(Cl)cc2)c(=O)c2ccccc12 | -0.9 | -4.9
COc1ccc(N(C(=O)c2ccco2)C(C(=O)NC2CCCC2)c2cccs2)cc1 (stereo unspecified) | -9.6 | 0.8
COCOCCn1cc(CN2CCS(=O)(=O)N(Cc3ccc(-c4cccc(N(C)C)c4)cc3)C(C(C)C)C2=O)nn1 (stereo unspecified) | 11.8 | -5.8
CCOC(=O)N1CCC(C(N)=O)CC1 | -0.2 | -12.0
Cc1cc2c(cc1S(=O)(=O)Nc1ccc(F)cc1)n(C)c(=O)c(=O)n2C | 20.1 | -12.7
CCOC(=O)c1c(-c2ccccc2)csc1NC(=O)C(C)NCCCN1CCOCC1 (stereo unspecified) | -15.2 | 5.1
CCOC(=O)CSc1nnc(NC(=O)c2cccc([N+](=O)[O-])c2)s1 | -0.7 | 3.2
Cc1ccc(S(=O)(=O)N(CCCc2c(C)nc(N)[nH]c2=O)Cc2ccc([N+](=O)[O-])cc2)cc1 | -10.5 | -4.1
COc1ccccc1-c1cncc(NC(C)=O)n1 | -11.1 | -7.4
COc1cccc(C(C)(O)c2nc(-c3cnc4ccccc4c3)cs2)c1 (stereo unspecified) | -10.7 | -9.6
O=C(NCc1cccs1)c1ccc2ccccc2n1 | -14.9 | -9.3
CCCn1c(=O)[nH]c(=O)c2c1nc(-c1ccccc1)n2CCN1CCOCC1 | -9.3 | 1.0
CCOc1ccccc1NC(=O)CN1C(=O)NC(Cc2c[nH]c3ccccc23)C1=O (stereo unspecified) | 4.9 | -2.6
CCN(CC)c1ccc(C2CC(=O)NC3=C2C(=O)CC(C)(C)C3)cc1 (stereo unspecified) | 4.8 | -3.8
N#Cc1c(N2CCCCC2)nc(N)c2c(N)nc(SCC(=O)O)cc12 | 6.6 | 1.3
Cc1nc(C(F)(F)F)ccc1C(=O)N1CCC1(C)C(=O)NS(=O)(=O)c1c(C)noc1C (stereo unspecified) | -7.0 | -8.7
CCOc1ccc(/C=N/N2CCN(Cc3ccccc3)CC2)cc1 | -2.7 | 4.7
O=C(CSc1ccccn1)N1CCN(C(=O)CSc2ccccn2)CC1 | -0.6 | -5.3
O=C(c1cccs1)N1CCN=C1SCc1cccnc1 | -7.3 | -15.4
COC(=O)c1nnn(-c2nc(N3CCOCC3)nc(N3CCOCC3)n2)c1C | 10.0 | 7.1
COc1cccc(-c2ccc3c(c2)O[C@@H](CN(C)Cc2cncnc2)[C@@H](C)CN([C@H](C)CO)S3(=O)=O)c1 | 14.7 | -10.3
Cc1noc(/C=C/NCc2cccnc2)c1S(=O)(=O)N(C)CC(=O)N1CCc2ccccc21 | -12.3 | -3.9
CC1(C(=O)NS(=O)(=O)c2cccs2)CCN1C(=O)C1CCCCC1 (stereo unspecified) | 11.6 | 6.1
COc1cc2c(cc1OC)CN(Cc1nc3ccsc3c(=O)[nH]1)CC2 | 12.9 | 5.7
Cc1cccc(NCc2ccccc2O)c1 | -10.6 | -4.7
Cc1cnc(NC(=O)CN(C)S(=O)(=O)c2ccc(Cl)cc2)s1 | -19.6 | -1.6
O=C(NNC(=O)c1ccc(S(=O)(=O)N2CCCC2)cc1)c1ccc(Br)cc1 | 34.2 | 2.1
CN(C)CCCNC(=O)c1cc2sc3ccccc3c2s1 | 8.0 | 18.1

Four compounds picked at random from those above:
mol | H9c2 TAG inh | H9c2 TAG inh DAPI viability
CN(C)CCCNC(=O)c1cc2sc3ccccc3c2s1 | 8.0 | 18.1
Cc1cccc(NCc2ccccc2O)c1 | -10.6 | -4.7
O=C(NNC(=O)c1ccc(S(=O)(=O)N2CCCC2)cc1)c1ccc(Br)cc1 | 34.2 | 2.1
Cc1cnc(NC(=O)CN(C)S(=O)(=O)c2ccc(Cl)cc2)s1 | -19.6 | -1.6

Source: PubChem
